# rCAG binder = molecules binding r(CAG) RNA repeats; r(CAG) RNA repeat, TO-PRO-1 dye displacement fluorescence; inhibition, % at 3 µM; 1.3% of 370,000 active; AID 651821;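 active = inhibition above the plate cutoff, the mean of all test compounds on that plate plus 3 SD, cut at about 35% in these data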;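 also: 0% = DMSO alone and 100% = 100 µM mitoxantrone as full dye displacement; higher means more dye released from RNA so lower well fluorescence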
# ARFGAP1 inhibitor = inhibits rat ARF GTPase activating protein 1 | Q62848 | Arfgap1-stimulated ARF1 GTP hydrolysis, GDP FP detection | inhibition, % at 16.5 µM | 0.26% of 360,000 active;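 active = inhibition above a per-plate limit, mean inhibition of low control wells plus 3 SD, cut at about 25% in these data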;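 also: 0% = DMSO wells with enzyme and 100% = wells lacking Arfgap1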
# Target sequence (Q62848 1-136 limits assumed): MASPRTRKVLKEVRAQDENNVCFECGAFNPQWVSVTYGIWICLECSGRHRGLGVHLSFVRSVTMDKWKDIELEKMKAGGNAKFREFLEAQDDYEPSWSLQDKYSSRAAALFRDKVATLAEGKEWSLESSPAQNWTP
#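 Assay system: Rat Arfgap1 GAP domain (His6, aa 1-136), purified enzyme | Buffer or medium: HEPES 25 mM pH 7.5, NaCl 150 mM, MgCl2, DTT | Schedule: GTP hydrolysis reaction 2 h at 25 °C | Signal: FP of antibody-bound GDP Alexa 633 tracer, ex 620/em 688 nm | Measure: Percent inhibition of Arfgap1-stimulated GTP hydrolysis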
# ASAP1 GAP inh = ASAP1 ArfGAP inhibition; Q9ULH1; ASAP1-stimulated ARF1 GTP hydrolysis, GDP FP detection; inhibition, % at 16.5 µM; 0.19% of 360,000 active; in the data active = inhibition above about 25%;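 also: 0% = vehicle with enzyme and substrate and 100% = no enzyme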
# NPR2 activator = GC-B (human) receptor activation; P20594; activation, % at 10 µM; AID 1920062; HEK293-GC-B cells, CNP EC30, cGMP TR-FRET; 0% at EC30 CNP, 100% saturating CNP; 0.11% of 370,000 active;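 active = activation at 10 µM reaching about 35% in either raw or pattern-adjusted values, limit read from the data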
# Tn6 DDE FP = inhibitors of Tn6 peptide binding to human fibrin DD(E). P02675. Fibrin DD(E) TRITC-Tn6 fluorescence polarization displacement. inhibition, % at 8.3 µM. 0.21% of 370,000 active. AID 720509;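 active = inhibition above a per-campaign cutoff: mean of compounds within control limits plus 3 SD, cut at about 15% in these data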;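 also: 0% = median of all compound wells on the plate and 100% = blocking peptide control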
# HGIII-sPLA2 inh = Inhibits HGIII-sPLA2 liposome hydrolysis, primary screen. Q9NZ20. QFRET BODIPY PC-A2 liposome hydrolysis, fluorescence. inhibition, % at 12.2 µM. 0.56% of 370,000 active;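 active = inhibition above mean plus 3 SD of compounds lying within the high and low control bounds, cut at about 19% in these data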;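 also: 0% = median of test compound wells and 100% = no enzyme DMSO wells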
# Target sequence (Q9NZ20 whole entry, looked up): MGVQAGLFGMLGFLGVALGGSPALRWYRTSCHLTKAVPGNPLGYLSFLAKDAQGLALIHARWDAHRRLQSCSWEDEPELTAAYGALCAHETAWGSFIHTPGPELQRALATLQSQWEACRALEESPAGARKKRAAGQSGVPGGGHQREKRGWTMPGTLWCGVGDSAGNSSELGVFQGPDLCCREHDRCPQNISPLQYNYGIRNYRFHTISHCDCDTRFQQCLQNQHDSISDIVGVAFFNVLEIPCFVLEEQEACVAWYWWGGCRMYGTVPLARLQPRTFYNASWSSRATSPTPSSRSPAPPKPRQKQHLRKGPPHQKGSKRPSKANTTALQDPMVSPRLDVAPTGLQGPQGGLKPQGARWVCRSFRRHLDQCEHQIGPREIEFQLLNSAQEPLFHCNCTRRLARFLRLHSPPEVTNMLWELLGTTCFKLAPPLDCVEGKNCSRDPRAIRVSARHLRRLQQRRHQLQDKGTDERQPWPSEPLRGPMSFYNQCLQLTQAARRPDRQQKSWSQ
# GAA850 FXN act = increases GAA850 frataxin promoter reporter activity; activation, % at 6 µM; HEK293 lucGAA850 FXN promoter luciferase reporter, 24 h; percent of 10 µM SAHA response; 0.56% of 360,000 active;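 active = activation above the average of all compounds screened plus 3 SD, cutoff fixed separately per campaign, cut at about 7.5% in these data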;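 also: 0% = DMSO wells and 100% = 10 µM SAHA wells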
# proKLK7 act = proKLK7 (human) activation, primary screen; 0.9% of 370,000 active; AID 652039; activation, % at 7 µM; P49862; purified proKLK7, EDANS-DABCYL substrate fluorescence; 100% is mature enzyme control, 0% vehicle;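 active = activation above the mean of all tested compounds plus 3 SD, computed per campaign excluding outliers beyond control limits, cut at about 13% in these data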
# Target sequence (P49862 whole entry, looked up): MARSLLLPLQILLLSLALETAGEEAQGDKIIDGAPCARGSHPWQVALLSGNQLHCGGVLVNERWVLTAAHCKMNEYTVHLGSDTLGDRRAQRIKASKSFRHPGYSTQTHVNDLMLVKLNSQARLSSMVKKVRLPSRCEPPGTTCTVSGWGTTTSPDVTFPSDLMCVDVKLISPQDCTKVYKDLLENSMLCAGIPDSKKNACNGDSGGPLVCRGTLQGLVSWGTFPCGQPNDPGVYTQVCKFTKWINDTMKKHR
# ADAM10 inh = ADAM10 inhibition, QFRET primary screen. inhibition, % at 7 µM. O14672. recombinant ADAM10, EDANS/DABCYL FRET peptide cleavage, 3 h. 0.62% of 370,000 active;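 active = inhibition above a per-campaign cutoff equal to the mean of compounds falling between control-based bounds plus 3 SD, cut at about 20% in these data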;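 also: 0% = DMSO wells while the 100% control is not disclosed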
# GC-A act = GC-A (human) enzyme activation | P16066 | activation, % at 10 µM | HEK293 GC-A cells, cGMP TR-FRET, EC30 ANP; 0% at EC30 ANP, 100% saturating ANP | 0.14% of 370,000 active | AID 1671463; in the data active = activation above about 40%
# * = called active by the depositor; i = inactive; · = not tested or not shown.
SMILES,rCAG binder,ARFGAP1 inhibitor,ASAP1 GAP inh,NPR2 activator,Tn6 DDE FP,HGIII-sPLA2 inh,GAA850 FXN act,proKLK7 act,ADAM10 inh,GC-A act
O=C(NCc1ccccc1)C(c1cc2ccccc2o1)n1c(=O)c(-c2ccco2)nc2ccccc21 (configuration not stated),31,6,-8,-9,2,11,·,-4.6,-53,-5
C[C@@H]1CN([C@H](C)CO)C(=O)CCCn2nncc2CO[C@H]1CN(C)C(=O)c1ccc(N2CCN(C)CC2)cc1,3,-1,0,4,-8,19*,-1.2,-0.1,-28,3
Cc1nc2c(C)cccc2c2c1CCN2c1ccccc1F,3,2,8,-2,-4,7,-1.7,157*,i,8
c1ccc(-c2cnc(C3CCCCC3)o2)cc1,-1,15,-5,1,7,13,0.7,-0.1,-12,-1
COc1ccc(NC(=O)c2c(Cl)nc3ccccn23)cc1,-4,2,-1,-2,1,1,1.4,0.9,-9,3
COc1ccc(OC)c(NS(=O)(=O)c2ccc(Cl)s2)c1,1,-9,-7,-16,-5,-4,-0.3,-0.2,8,-14
Cn1ccc2c(-c3cccc4ccccc34)cc3c(c21)C1CCC3O1 (configuration not stated),8,-2,17,-4,-2,-8,·,-35,-330,-9
O=c1[nH]nc(Sc2ncnc3sccc23)n1CCc1ccccc1,1,-2,10,-10,3,-3,-13,-0.1,1,1
O=C(Nc1ccccc1N1CCOCC1)c1cccc([N+](=O)[O-])c1,-3,5,-5,6,8,-2,0.9,-0.6,-8,-1
CCCn1c(/N=C/c2ccc3c(c2)OCO3)nc2ccccc21,-1,-4,5,0,-5,0,2.8,0.1,-9,3
C#CCOc1ccc(/C=C2/C(=O)N(c3cccc(C(=O)O)c3)N=C2C)cc1OC,7,14,3,-1,6,8,1.0,-0.5,-10,3
COc1ccc(/C=C2\Sc3ccc(C(=O)NC4CC4)cc3N(C)C2=O)cc1OC,5,17,-2,39*,-3,6,1.6,-1.0,-17,30

# Nothing new here: an excerpt of the list.
SMILES,rCAG binder,ARFGAP1 inhibitor,ASAP1 GAP inh,NPR2 activator,Tn6 DDE FP,HGIII-sPLA2 inh,GAA850 FXN act,proKLK7 act,ADAM10 inh,GC-A act
CCCn1c(/N=C/c2ccc3c(c2)OCO3)nc2ccccc21,-1,-4,5,0,-5,0,2.8,0.1,-9,3
C#CCOc1ccc(/C=C2/C(=O)N(c3cccc(C(=O)O)c3)N=C2C)cc1OC,7,14,3,-1,6,8,1.0,-0.5,-10,3
COc1ccc(/C=C2\Sc3ccc(C(=O)NC4CC4)cc3N(C)C2=O)cc1OC,5,17,-2,39*,-3,6,1.6,-1.0,-17,30

# Other structures follow.
SMILES,rCAG binder,ARFGAP1 inhibitor,ASAP1 GAP inh,NPR2 activator,Tn6 DDE FP,HGIII-sPLA2 inh,GAA850 FXN act,proKLK7 act,ADAM10 inh,GC-A act
Cc1ccc(N2C(=O)CC(N3CCN(S(=O)(=O)c4ccccc4)CC3)C2=O)c(C)c1 (configuration not stated),0,11,4,6,4,-12,0.8,-0.2,7,0
O=C(Nc1cc(Cl)ccc1N1CCOCC1)C1=COCCO1,-4,4,10,-10,-4,-14,5.0,0.0,-6,-4
O=S(=O)(Cc1ccccc1)N1CCc2ccccc2C1,0,7,13,0,-2,-1,0.4,0.0,4,0
CCN1CCN(C(c2ccccc2)c2nnnn2CCc2ccc(OC)c(OC)c2)CC1 (configuration not stated),0,4,-7,2,-8,12,-2.0,-0.1,-11,-2
CCCOc1ccc(/C=C2\SC(=S)N(CC3CCCO3)C2=O)cc1 (configuration not stated),2,-3,10,-3,5,-4,2.7,-0.7,-14,2
O=C(N[C@H](Cc1ccccc1)C(=O)N1CCN(C(=O)N2CCOCC2)CC1)[C@H]1O[C@@H](n2ccc(=O)[nH]c2=O)[C@H](O)[C@@H]1O,0,-6,4,2,-1,-1,·,0.7,-14,2
CCOc1ccc(/C(=N\O)C(C)NO)cc1 (configuration not stated),-3,-7,1,2,2,3,1.3,0.1,-1,4
COc1ccc(C(=O)NCc2nnc(SCC(=O)c3ccccc3)n2C)cc1OC,-3,1,6,-4,5,-6,-3.7,-0.1,3,2
CCc1cccc(OCCCn2ccnc2)c1,-5,-12,3,5,-2,-15,-0.7,-0.2,1,2
O=c1[nH]c(=O)c2[nH]c(=O)n(-c3ccccc3)c2[nH]1,0,-1,6,-4,-1,0,2.0,0.5,-7,0
CCn1c2ccccc2c2cc(NC(=O)COC(=O)c3cc(OC)c(OC)cc3OC)ccc21,2,3,-5,-3,0,-1,-1.7,-0.1,-6,-3
N#CC(=C(O)CN1CCN(c2ccccc2F)CC1)c1nc(-c2ccccc2)cs1,51*,-7,3,3,-13,-4,-0.8,-0.2,-12,-6
COc1ccc(-c2nnc(C)c3nocc23)cc1,22,1,13,-3,0,1,2.9,-1.1,-8,4
CCC(C)[C@H](NC(=O)[C@@H]1Cc2ccccc2CN1)C(=O)Nc1ccc2c(c1)OCO2 (some centres not stated),-1,-6,0,-1,3,3,-0.7,0.0,3,-1
Cc1nn(Cc2ccccc2)c(Cl)c1C(=O)NCCc1ccc(Cl)cc1,-9,7,-15,0,-8,-2,1.5,-0.1,5,0
CC(NC1CCN(Cc2ccccc2)CC1)c1ccc(F)cc1 (configuration not stated),-9,7,8,-2,-1,2,0.0,0.3,2,-5
CCOC(=O)C1CCCN(CC(=O)c2c[nH]c3ccc(C)cc23)C1 (configuration not stated),-4,10,8,-4,0,-4,·,-0.2,2,6
COc1ccc(Br)cc1CNc1ccc(O)cc1,18,-8,0,-8,9,-8,1.0,-0.4,-18,1
COc1ccc(-n2c(C)cc(C(=O)CCl)c2C)cc1,-1,8,4,-1,6,2,8.0*,0.1,-14,-24
CCCCC(c1nnnn1CCOC)N1CCN(CC)CC1 (configuration not stated),-2,-12,1,4,-10,8,0.4,-0.7,-13,2
N#CCCN1CCn2c1nc1ccccc12,4,-7,3,-8,-4,2,-2.3,0.1,7,3
CCN1C(=O)[C@H]2[C@@H](c3ccc(-c4cccc(Cl)c4)cc3)N[C@@](CC(C)C)(C(=O)OC)[C@H]2C1=O,2,12,4,-3,-7,1,0.3,0.0,4,-3
C=CCOc1nc2c(c(=O)n(C)c(=O)n2C)n1Cc1ccccc1Cl,-3,4,-3,21,-1,3,1.7,0.4,12,16
Cc1ccc(Nc2ncc3c(n2)CC(c2ccco2)CC3=O)c(C)c1 (configuration not stated),6,-9,14,-2,1,-13,0.5,1.0,-1,-5

# Reprinted from the part before: 4 entries; new compounds follow.
SMILES,rCAG binder,ARFGAP1 inhibitor,ASAP1 GAP inh,NPR2 activator,Tn6 DDE FP,HGIII-sPLA2 inh,GAA850 FXN act,proKLK7 act,ADAM10 inh,GC-A act
N#CCCN1CCn2c1nc1ccccc12,4,-7,3,-8,-4,2,-2.3,0.1,7,3
CCN1C(=O)[C@H]2[C@@H](c3ccc(-c4cccc(Cl)c4)cc3)N[C@@](CC(C)C)(C(=O)OC)[C@H]2C1=O,2,12,4,-3,-7,1,0.3,0.0,4,-3
C=CCOc1nc2c(c(=O)n(C)c(=O)n2C)n1Cc1ccccc1Cl,-3,4,-3,21,-1,3,1.7,0.4,12,16
Cc1ccc(Nc2ncc3c(n2)CC(c2ccco2)CC3=O)c(C)c1 (configuration not stated),6,-9,14,-2,1,-13,0.5,1.0,-1,-5
O=C(N/N=C/c1cccnc1)c1ccc(Cn2cc([N+](=O)[O-])cn2)o1,1,1,-4,-3,-2,-2,-0.1,0.2,-4,0
ClC1CCCCC1n1nnc2ccccc21 (configuration not stated),-2,1,-3,1,-4,0,1.4,0.1,7,1
CCCN(CC(=O)Nc1ccccc1C)C(=O)c1ccc(N2CCCCCC2)c([N+](=O)[O-])c1,-2,-1,4,2,13,-6,-3.3,0.0,1,-5
Cc1cc(OCCCC(=O)NCCN2C(=O)S/C(=C\c3cccnc3)C2=O)ccc1Cl,-3,2,-9,4,7,6,1.1,-0.5,3,-3
CCc1noc(C)c1C(=O)NNC(=O)c1ccccc1Cl,0,4,-3,-1,-7,1,-0.1,-0.6,-6,-2
C[C@H]1[C@H]2c3nc4ccccc4n3C[C@H]1ON2C1CCCCC1,-7,-3,2,-4,9,3,0.7,0.8,-5,-5
CCOC(=O)c1ccc(NC(=O)CCNS(=O)(=O)c2ccc3c(c2)oc(=O)n3C)cc1,5,-12,-7,3,5,-8,-1.0,-0.1,0,-1
Nc1ncnc2c1ncn2C1O[C@H](CO)[C@@H](O)[C@@H]1O (some centres not stated),2,·,-8,1,-2,-2,0.1,-0.2,5,3
CC1(C)CC(=O)C=C(c2n[nH]nc2C2CCCCC2)C1,3,15,-5,0,4,-9,-0.1,-0.1,-3,-3
COC(=O)c1ccc(C(C(=O)NC2CCCCC2)N(C(=O)Cc2cccs2)C2CC2)cc1 (configuration not stated),-1,3,-1,3,-6,9,-0.7,0.7,-7,3
CNC(=O)c1ccc(Nc2nnc(-c3ccc(C)c(S(=O)(=O)NCC4CCCO4)c3)c3ccccc23)cc1 (configuration not stated),7,6,-4,-1,0,-5,-0.1,3.8,-30,4
CC(C)(C)C(=O)Nc1c2c(nn1-c1ccccc1)CSC2,4,-5,18,-6,-1,9,-0.7,0.0,12,-2
CN(C)c1ccc(/C=N/NC(=O)CSc2ccccn2)cc1,5,3,10,-2,-2,4,2.4,-0.7,-31,-1
Cc1cc(C(=O)COC(=O)C23CC4CC(CC(O)(C4)C2)C3)c(C)n1-c1c(C)n(C)n(-c2ccccc2)c1=O,-6,2,4,0,-3,0,-1.2,0.4,3,1
CCOC(=O)Nc1nc2ccc(Cn3cccc3)cc2[nH]1,1,0,-3,-1,-3,-15,1.3,0.5,-3,0
CC(=O)N1CCc2cc(Br)cc(S(=O)(=O)NCc3ccc(Cl)cc3)c21,5,14,11,-1,-1,1,2.0,0.6,1,2
